NPSR antagonist – qHTS Assay for Antagonists of the Neuropeptide S Receptor: cAMP Signal Transduction. Q6W5P4. CHO-NPSR cells, cAMP TR-FRET, antagonist mode. Potency, µM (doses to about 38.3 µM), for the others: at the highest dose activity change, negative = inhibition, actives largely listed as inhibitors. actives 1% (n = 220,000). AID 1461, 2008; also: potency is read from the fitted curve at half-maximal effect; % is scaled to controls: 0 for no effect and ±100 for the full control effect; nearly all actives have a fitted effect of over 50% in size; many of its hits are not listed in these tables
Target sequence (Q6W5P4 whole entry, looked up): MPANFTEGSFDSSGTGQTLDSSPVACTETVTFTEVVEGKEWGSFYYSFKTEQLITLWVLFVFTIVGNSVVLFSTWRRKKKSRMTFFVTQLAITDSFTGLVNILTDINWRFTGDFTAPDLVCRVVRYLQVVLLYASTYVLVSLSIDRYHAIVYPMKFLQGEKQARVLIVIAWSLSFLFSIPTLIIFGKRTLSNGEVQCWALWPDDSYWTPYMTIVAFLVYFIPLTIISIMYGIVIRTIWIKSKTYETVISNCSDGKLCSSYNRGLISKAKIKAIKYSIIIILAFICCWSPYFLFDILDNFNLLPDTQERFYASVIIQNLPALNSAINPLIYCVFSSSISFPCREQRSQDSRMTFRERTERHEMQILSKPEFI
CBFb RUNX1 block – qHTS Assay for Compounds Blocking the Interaction Between CBF-beta and RUNX1 for the Treatment of Acute Myeloid Leukemia. Runt-related transcription factor 1 (Homo sapiens) + Core-binding factor subunit beta …. AlphaScreen CBFb-His/RUNX1-biotin binding, biochemical. Potency, µM (titrated, usually from 59.8 µM), for the others: at the highest dose activity, negative = inhibition, usual class: inhibitors. 230,000 tested, under 10 active. AID 1477, 2009; also: % of control where 0% means no effect
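Read-out: AlphaScreen. Format: His-CBF-beta with biotinylated RUNX1 (30 nM each) preincubated 20 min, compound 15 min, Ni-chelate plus streptavidin beads 90 min; room temperature throughout.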
Luc counter – Counterscreen for Luciferase (Kinase-Glo TM) Inhibition; actives 0.28% (n = 200,000); Potency, µM (highest dose often 38.3 µM), without a hit: at the highest dose activity change, negative = inhibition, most hits filed as inhibitors; AID 1379, 2008; Kinase-Glo luciferase, ATP luminescence, 8 min; also: potency is read from the fitted curve at half-maximal effect; % is scaled to controls: 0 for no effect and ±100 for the full control effect; nearly all actives have a fitted effect of over 60% in size
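Substrate mix (final 50 mM imidazole pH 7.2, 50 mM KCl, 7 mM MgCl2, 10 uM ATP, 0.01% Tween 20, 0.05% BSA) plus pin-tool compound, then Kinase-Glo detection mix; 8 min ambient, luminescence read.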
Epigenetic reg – Quantitative High-Throughput Screen for Regulators of Epigenetic Control | murine LDR cells, GFP reporter derepression, 30 h | AID 1865, 2009 | Potency, µM (highest dose often 53.9 µM), inactives show top-dose GFP activation, usual class: activators | actives 0.2% (n = 280,000); also: potency is read from the fitted curve at half-maximal effect; % of control where 0% means no effect; nearly all actives have a fitted effect of over 60% in size
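Derepression of a silenced CMV-GFP reporter in murine LDR cells is scored by enumerating GFP-positive cells with a laser-scanning microplate cytometer after 30 hours of treatment at 37 C.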
IMPase Li cell – qHTS Assay for Identifying the Cell-Membrane Permeable IMPase Inhibitors: Potentiation with Lithium. CHO-M1 cells, IP1 TR-FRET (IP-One), carbachol + lithium. Potency, µM (doses to about 59.4 µM), for inactives: at the highest dose activity, negative = IMPase inhibition, usual class: inhibitors. actives 0.35% (n = 210,000). AID 1457, 2008;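 also: IP1 builds up when IMPase is blocked and the TR-FRET signal falls; potency is read from the fitted curve at half-maximal effect; plate controls were basal vehicle for no effect and high inhibitor control for full effect; nearly all actives have a fitted effect of over 50% in size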
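CHO-M1, 2000 cells/well, 16–30 h culture; cpd + low Li+, 30 min 37C; lysis with d2-IP1/Eu-anti-IP1 Ab, 10 min RT; TR-FRET 665/620 ratio and 620 channel; AC50 via Hill.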
aGal spleen mod – qHTS Assay for Inhibitors and Activators of Human alpha-Galactosidase From Spleen Homogenate. Potency, µM (titrated, usually from 80 µM), for inactives: top-dose activity change, negative = inhibition, most hits filed as inhibitors. human spleen homogenate, 4MU-alpha-Gal fluorescence, 40 min. actives 0.008% (n = 240,000). Alpha-galactosidase A (Homo sapiens), P06280;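 also: potency is read from the fitted curve at half-maximal effect; 0% = enzyme with vehicle and -100% = no enzyme basal signal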
Target sequence (P06280 32-429 limits assumed): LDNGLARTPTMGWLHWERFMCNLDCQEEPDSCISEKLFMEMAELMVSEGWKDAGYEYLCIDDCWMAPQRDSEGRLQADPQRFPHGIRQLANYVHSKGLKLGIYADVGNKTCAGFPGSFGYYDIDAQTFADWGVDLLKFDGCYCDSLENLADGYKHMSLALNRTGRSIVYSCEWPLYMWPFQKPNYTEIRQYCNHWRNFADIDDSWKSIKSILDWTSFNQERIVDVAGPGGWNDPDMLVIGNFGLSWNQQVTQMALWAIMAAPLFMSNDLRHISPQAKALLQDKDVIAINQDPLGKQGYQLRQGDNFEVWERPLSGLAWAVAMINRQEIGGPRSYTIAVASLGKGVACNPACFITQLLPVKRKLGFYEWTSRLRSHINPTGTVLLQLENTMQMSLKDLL
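Human spleen homogenate (1 ug) was the enzyme source, with 4-methylumbelliferyl-alpha-D-galactopyranoside (1 mM final) in pH 5.0 citrate buffer with 0.01% Tween-20. Compounds were titrated; after 40 min at 37C, NaOH/glycine stop, 4-MU fluorescence read; AC50 from Hill fits.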
LMNA splice mod – qHTS Assay for Modulators of Lamin A Splicing | HeLa LMNA splicing GFP/RFP minigene ratio, 48 h | Potency, µM (titrated, usually from 46.1 µM), for the others: top-dose ratio change, negative = inhibition, hits mostly inhibitors | actives 0.01% (n = 200,000) | AID 1487, 2009; active = well fitted inhibition curve with a large enough effect in the signal ratio, with a control signal flat, not every such curve was filed as active; inconclusive = small, poorly fitted or top-dose-only effect, or effect the other way, or a change in a side signal; the % refers to the signal ratio; also: potency is read from the fitted curve at half-maximal effect; % is scaled to controls: 0 for no effect and ±100 for the full control effect
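S3 HeLa cells stably expressing lamin A-EGFP splicing minigene plus DsRed2, 600 cells/well, 48 h compound exposure at 37C. Laser-scanning cytometry; analysed as GFP (500-530 nm)/RFP (575-640 nm) total intensity ratio; 0.5% DMSO vehicle.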
* hit, by the source's call; ? = inconclusive; . = not tested or not shown; & = joins results of further samples; [ ] = dose if it differs, or a comment. Unless noted, calls follow the shape of the dose curve; as a rule, active = well fitted curve in the direction sought with a large enough effect; inconclusive = small, poorly fitted or top-dose-only effect, or another doubt; inactive = no such curve, though single readings can be large; an effect the other way counts as inactive or inconclusive.

SMILES	NPSR antagonist	CBFb RUNX1 block	Luc counter	Epigenetic reg	IMPase Li cell	aGal spleen mod	LMNA splice mod
Cn1c(=O)c2c(ncn2CC(=O)N2CCN(c3ccc([N+](=O)[O-])cc3)CC2)n(C)c1=O	19%	-1%	.	3.3%	.	4%	.
COc1ccc(C2SCC(=O)N2CCc2ccc(OC)c(OC)c2)cc1 (stereo not given)	39%	?	-1%	-0.1%	12%	5%	16%[46 µM]
Cc1nc(SC2CC(=O)N(c3cc(Cl)cc(Cl)c3)C2=O)nc2c1CCCC2 (stereo not given)	-26%[46.1 µM]	-1%	-6%	7.8%	36%[activator][38.3 µM]	15%	-6%
O=c1ccc(C(F)(F)F)cn1Cc1cc(=O)n2ccsc2n1	14%	5%	-2%	1.1%	1%	-9%	?
O=C(Cn1nc(-c2ccccc2)nc1-c1ccccc1)N1CCOCC1	-8%[46.1 µM]	-3%	0%	0.2%	10%[38.3 µM]	-6%	-1%
CCOc1ccc(C(=O)Nc2nccs2)cc1[N+](=O)[O-]	2%	-12%	-5%	0.0%	15%	5%	-14%
O=c1cnnc(N/N=C/c2cccs2)[nH]1	8%	-6%	.	1.2%	.	2%	.
Cc1ccc(NC(=S)NC2CCN(Cc3ccccc3)CC2)cc1C	-5%	-3%	-2%	-1.4%	2%	-5%	-12%[46 µM]
Cc1ccc(C(=O)Nc2ccccc2NC(=O)c2ccc(C)o2)o1	-8%[46.1 µM]	2%	-1%	-0.4%	-2%[38.3 µM]	1%	-3%
Cc1nc2ccccc2c(=O)n1/N=C1\C(=O)N(C)c2ccccc21	-1%	-4%	1%	3.1%	-2%	-9%	14%[46 µM]
O=C(OCc1cc(Cl)ccc1OC(F)F)c1cncc(Br)c1	-7%	?	0%	-0.4%	11%	0%	20%[46 µM]
COc1ccc(NC(=O)CCCn2c(=S)[nH]c3ccccc3c2=O)cc1	-2%[46.1 µM]	15%	3%	-0.8%	19%[38.3 µM]	2%	-2%
COc1ccc(CNC(=O)[C@H](C)[C@@H]2C[C@@]2(C)[C@@H](NC(=O)OCc2ccccc2)c2ccccc2)cc1OC	-13%	-5%[2.36 µM]	-3%&1%	-0.1%&-2.5%	15%&8%	0%&5%	?
C/C(=N\NS(=O)(=O)c1ccc(C)cc1)c1cc2ccccc2oc1=O	-14%	0%	1%	-3.3%	-6%	6%	?
CCN(CC)C(=O)C(=O)c1cn(CC(=O)NCC2CCCO2)c2ccccc12 (stereo not given)	-1%	25%	2%	-0.6%	8%	-8%	.

Part of the list above in order of number of heavy atoms, ascending:
SMILES	NPSR antagonist	CBFb RUNX1 block	Luc counter	Epigenetic reg	IMPase Li cell	aGal spleen mod	LMNA splice mod
O=c1cnnc(N/N=C/c2cccs2)[nH]1	8%	-6%	.	1.2%	.	2%	.
O=C(OCc1cc(Cl)ccc1OC(F)F)c1cncc(Br)c1	-7%	?	0%	-0.4%	11%	0%	20%[46 µM]
Cc1ccc(NC(=S)NC2CCN(Cc3ccccc3)CC2)cc1C	-5%	-3%	-2%	-1.4%	2%	-5%	-12%[46 µM]
COc1ccc(NC(=O)CCCn2c(=S)[nH]c3ccccc3c2=O)cc1	-2%[46.1 µM]	15%	3%	-0.8%	19%[38.3 µM]	2%	-2%
CCN(CC)C(=O)C(=O)c1cn(CC(=O)NCC2CCCO2)c2ccccc12 (stereo not given)	-1%	25%	2%	-0.6%	8%	-8%	.
COc1ccc(CNC(=O)[C@H](C)[C@@H]2C[C@@]2(C)[C@@H](NC(=O)OCc2ccccc2)c2ccccc2)cc1OC	-13%	-5%[2.36 µM]	-3%&1%	-0.1%&-2.5%	15%&8%	0%&5%	?

Other entries:
SMILES	NPSR antagonist	CBFb RUNX1 block	Luc counter	Epigenetic reg	IMPase Li cell	aGal spleen mod	LMNA splice mod
COc1ccc(Br)cc1C(=O)Nc1ccc(C(=O)NCC(C)C)cc1	28%	-11%	1%	2.3%	8%	2%	-10%[46 µM]
COc1cccc(C2C(C(=O)c3cccs3)=C(O)C(=O)N2CCCn2ccnc2)c1OC (stereo not given)	?	-9%	-4%	0.3%	-26%[38.3 µM]	-2%	15%
CCN(CC)CCNS(=O)(=O)c1ccc(C(=O)NN)cc1	5%	-7%	-1%	-0.1%	4%	0%	-1%[46 µM]
O=C(c1cccs1)N(Cc1ccco1)c1nc(-c2ccc(F)cc2)cs1	-20%[46.1 µM]	19%	-4%	2.4%	7%	0%	?
COc1ccc(-n2c(=O)c3ccccc3n(CC(=O)NC3CCCC3)c2=O)cc1	0%[46.1 µM]	17%	0%	1.0%	-8%[38.3 µM]	-8%	-8%
N=C1S/C(=C\c2ccc(-c3cccc(Cl)c3)o2)C(=O)N1c1nccs1	-30%	-8%	0%	?	1%	-7%	?
OCc1n[nH]c(CO)n1	-2%[46.1 µM]	7%	-1%	1.5%	-5%[38.3 µM]	-10%	3%
CCOC(=O)CSc1cc(C)nc(NC(C)=O)n1	9%[46.1 µM]	5%	-3%	-0.8%	2%[38.3 µM]	0%	-3%
COC(=O)c1ccc2nc(C)cc(Nc3ccc(N(C)C)cc3)c2c1	-27%	-3%[2.36 µM]	-1%	-1.1%	13%	-8%	-4%
CC1(C)Oc2ccc(C(=O)N3CCOCC3)cc2N(CC(=O)N2CCOCC2)C1=O	12%[46.1 µM]	1%	-3%	-0.7%	-14%[38.3 µM]	11%	1%
COc1cc(O)c2c(c1)OC(C)(C)CC2=O	-13%[46.1 µM]	12%	-1%	0.0%	0%[38.3 µM]	2%	16%
Cc1ccccc1-c1nc(CN2CCC(C(=O)NCc3cccs3)CC2)c(C)o1	1%[46.1 µM]	-2%	17%	-7.0%	52%[activator][38.3 µM]	-1%	7%
CCn1nnc(-c2ccccc2NS(=O)(=O)c2ccc(S(=O)(=O)N3CCCCCC3)cc2)n1	-21%[46.1 µM]	13%	1%	0.0%	10%[38.3 µM]	-7%	?
O=C(Nc1nc2c(c(=O)[nH]1)CCCC2)C1CC1	-6%[46.1 µM]	14%	-2%	0.0%	41%[38.3 µM]	-8%	?
O=C1NCCCC1C(=O)N/N=C/c1ccccc1O (stereo not given)	25%	?	1%	6.9%	-1%	11%	-10%

2 entries from above, with each value named.
O=c1cnnc(N/N=C/c2cccs2)[nH]1
  NPSR antagonist: 8%
  CBFb RUNX1 block: -6%
  Luc counter: .
  Epigenetic reg: 1.2%
  IMPase Li cell: .
  aGal spleen mod: 2%
  LMNA splice mod: .

Cc1ccc(NC(=S)NC2CCN(Cc3ccccc3)CC2)cc1C
  NPSR antagonist: -5%
  CBFb RUNX1 block: -3%
  Luc counter: -2%
  Epigenetic reg: -1.4%
  IMPase Li cell: 2%
  aGal spleen mod: -5%
  LMNA splice mod: -12%[46 µM]

Three compounds out of the list above, sorted by the number in aGal spleen mod, rising.
| Molecule | NPSR antagonist | CBFb RUNX1 block | Epigenetic reg | IMPase Li cell | aGal spleen mod | LMNA splice mod |
| --- | --- | --- | --- | --- | --- | --- |
| COc1ccc(-n2c(=O)c3ccccc3n(CC(=O)NC3CCCC3)c2=O)cc1 | 0%[46.1 µM] | 17% | 1.0% | -8%[38.3 µM] | -8% | -8% |
| O=C(c1cccs1)N(Cc1ccco1)c1nc(-c2ccc(F)cc2)cs1 | -20%[46.1 µM] | 19% | 2.4% | 7% | 0% | ? |
| COc1cc(O)c2c(c1)OC(C)(C)CC2=O | -13%[46.1 µM] | 12% | 0.0% | 0%[38.3 µM] | 2% | 16% |

Next part:
SMILES	NPSR antagonist	CBFb RUNX1 block	Luc counter	Epigenetic reg	IMPase Li cell	aGal spleen mod	LMNA splice mod
COc1ccc(C(=O)NC(=S)NNC(=O)CCc2ccccc2)cc1	-11%[46.1 µM]	-11%	-6%	1.3%	-8%[38.3 µM]	-1%	-19%
CC1=C(/C=C/C(C)=C/C=C/C(C)=C/C(=O)Nc2ccc(O)cc2)C(C)(C)CCC1	-21%[46.1 µM]	-16%	-6%&-2%&0%	?	7%&-4%&-7%&13%&5%&12%	-11%&-24%&-1%&-9%&9%&-21%	?
CCOc1ccc(S(=O)(=O)NC2CCCCCC2)cc1	10%	5%	-1%	-3.9%	16%	0%	?
Cc1ccc2nc(-c3ccc(NC(=O)CSCC(=O)O)cc3)sc2c1	2%	10%	.	-3.7%	.	7%	.
CC12CN3CC(C)(CN(C1)C3c1ccc(Br)cc1)C2=O (stereo not given)	15%[46.1 µM]	2%	-2%	0.0%	5%[38.3 µM]	8%	1%

Screening data as filed in PubChem.

This is a subset, so the mix of outcomes need not match the whole.
